DENV2 CPE: DENV2-induced cell death inhibition; DENV2-infected cells, cytopathic effect rescue, plate reader; 1.7% of 350,000 active; CPE inhibition, % at 9.99 µM; in the data active = CPE inhibition above about 20%, passing the limit was not always enough; inconclusive = no clear call, values can overlap the other calls; tested in BHK-21 cells;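 also: 0% = median of neutral control wells and 100% = median of positive control wells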
EWS-Fli block: inhibitors of EWS/Fli oncoprotein transcriptional activity; A673 NR0B1-luciferase reporter, viability-normalised; inhibition, % at 12.6 µM; 0.67% of 350,000 active;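 active = mean inhibition of at least 50% after viability correction, with every replicate also passing that limit; inconclusive = mean reaches 50% but only one of two replicates passes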;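 also: firefly luciferase signal divided by Alamar Blue viability fluorescence both relative to DMSO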
LGR2 antag: inhibitors of bursicon-induced Drosophila LGR2 receptor cAMP signaling | HEK293 LGR2, CRE-luciferase, bursicon-stimulated, 4 h | 0.35% of 380,000 active | inhibition, % at 9.99 µM;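 active = drop in luminescence signal, shown as inhibition above about 50% in the replicate tests, limit read from the data, passing the limit was not always enough; inconclusive = probably only some replicates passing the limit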;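 also: agonist challenge used bursicon conditioned medium at about half maximal strength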
PAX8 reporter: inhibitors of PAX8 transcriptional activity in RMG-I cells | RMG-I TPO-luciferase reporter, SteadyGlo, 24 h | inhibition, % at 12.6 µM | 1.2% of 360,000 active | AID 652154;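 active = mean replicate inhibition at least 60% with every replicate also reaching 60%; inconclusive = only one of the two criteria is met; inactive = mean below 60% and not all replicates reaching 60%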;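 also: luciferase light reporting Pax8 driven TPO promoter activity; plate controls were median of neutral control wells for no effect and mitoxantrone controls for full effect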
CASP6 VEID inh: caspase-6 (human) enzyme inhibition | P55212 | purified caspase-6, Z-VEID-R110 cleavage fluorescence | inhibition, % at 12.5 µM | 0.53% of 350,000 active | AID 686996;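 active = mean inhibition across replicates at least about 35%, with every replicate also reaching that limit, limit read from the data; inconclusive = only one of the two criteria met; inactive = neither criterion met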;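 also: 0% = median of neutral control wells and 100% = no fluorescence left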
Target sequence (P55212 24-179 limits assumed): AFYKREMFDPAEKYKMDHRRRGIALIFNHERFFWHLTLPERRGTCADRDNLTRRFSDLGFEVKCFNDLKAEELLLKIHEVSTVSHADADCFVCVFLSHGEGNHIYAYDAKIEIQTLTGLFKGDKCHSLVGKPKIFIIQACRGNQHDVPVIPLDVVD
Target sequence (P55212 194-293 limits assumed): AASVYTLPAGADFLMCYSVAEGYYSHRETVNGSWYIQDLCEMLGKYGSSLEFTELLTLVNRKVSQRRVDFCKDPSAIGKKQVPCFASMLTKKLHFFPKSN
SIRT5 block: inhibitors of human sirtuin-5 desuccinylase; Q9NXA8; Purified SirT5, succinyl-peptide AMC, trypsin-coupled fluorescence; inhibition, % at 15 µM; 1.1% of 330,000 active; AID 652115; in the data active = inhibition above about 15%; inconclusive = no clear call, values can overlap the other calls
Target sequence (Q9NXA8 whole entry, looked up): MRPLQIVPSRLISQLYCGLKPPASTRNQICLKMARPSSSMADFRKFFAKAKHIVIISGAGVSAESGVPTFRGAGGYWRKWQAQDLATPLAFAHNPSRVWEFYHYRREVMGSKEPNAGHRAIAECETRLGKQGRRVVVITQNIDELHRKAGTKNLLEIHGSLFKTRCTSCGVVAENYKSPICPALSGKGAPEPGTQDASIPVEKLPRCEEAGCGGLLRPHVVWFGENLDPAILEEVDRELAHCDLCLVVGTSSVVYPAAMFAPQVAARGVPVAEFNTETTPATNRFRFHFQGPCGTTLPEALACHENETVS
ARNT TACC3 PPI: disruptors of human ARNT/TACC3 interaction | Q9Y6A5 | AlphaScreen His-ARNT PAS-B/GST-TACC3 binding, luminescence; TACC3 fragment carries E629A point mutation | inhibition, % at 9.99 µM | 0.66% of 390,000 active | AID 623870;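 active = mean inhibition of replicates at least 50% and at least half of replicates each reaching 50%; inconclusive = half or more replicates reach 50% but mean below 50%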;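 also: 0% = complete ARNT plus TACC3 wells and 100% = ARNT alone without TACC3; many hits fall short of the cut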
An asterisk follows results filed as active; ? = inconclusive; / = not tested or not shown; & = joins results of further samples.

SMILES | DENV2 CPE | EWS-Fli block | LGR2 antag | PAX8 reporter | CASP6 VEID inh | SIRT5 block | ARNT TACC3 PPI
O=C(NCc1cccs1)C1CCCN(C(=O)Nc2ccc(F)cc2)C1 (configuration not stated) | 1 | 1 | 16 | -13 | -2 | -2 | /
O=C(Nc1cccnc1)c1cc(Cl)ccc1Cl | -8 | 0 | 13 | 9 | -2 | -2 | 4
Cc1nn(CC(=O)NCCCN2CCOCC2)c(C)c1[N+](=O)[O-] | 1 | -1 | 4 | / | -68 | 0 | -10
O=C(Cc1ccc2c(c1)OCCO2)N1CCN(c2ccccc2)CC1 | 0 | -4 | 0 | 1 | 2 | -31 | -14
NC(=O)C1CCN(C(=O)c2cc(-c3ccc(Cl)cc3)nc3ccccc23)CC1 | -1 | -1 | -13 | / | 2 | 2 | 5
CCCNC(=O)Nc1ccc2c(c1)OC[C@H](C)N(CCC(F)(F)F)C[C@H](C)[C@@H](OC)CN(C)C2=O | -7 | 7 | 9 | / | 2 | 2 | /
COc1cccc(-n2c(CN3CCN(c4ccc(C)cc4)C(C)C3)nc3ccc([N+](=O)[O-])cc3c2=O)c1 (configuration not stated) | -7 | 22 | -13 | 27 | -1 | 6 | 1
COCCNC(=S)N1CCC(NC(=O)C23CC4CC(CC(C4)C2)C3)CC1 | 2 | 0 | -8 | 20 | 0 | -4 | 2
CC(=O)OC1COC(n2c(O)c(N=NC(N)=S)c3ccccc32)C(OC(C)=O)C1OC(C)=O (configuration not stated) | 6 | -3 | 3 | -22 | 2 | 0 | -6
C[C@@H]1CCCCO[C@H](CN(C)C(=O)Nc2cccc3ccccc23)[C@@H](C)CN([C@H](C)CO)C(=O)c2cc(NC(=O)Cc3ccccc3)ccc2O1 | 0 | 8 | 16 | -6 | 1 | 10 | -3
CCOC(=O)[C@@H]1[C@H]2COc3ccc(Br)cc3[C@H]2N2C(=O)N(c3ccc(Cl)cc3)C(=O)[C@]12C | -12 | 0 | 3 | 17 | -3 | / | 0
CC(=O)c1ccc(N(CC(=O)NCC2CCCO2)C(=O)CCC(=O)Nc2cc(C)on2)cc1 (configuration not stated) | 2 | 4 | 18 | 5 | -7 | / | 11
COc1ccccc1NC(=O)CSc1nc2nccnc2c(=O)n1Cc1cccs1 | 4 | / | -7 | 16 | -4 | 1 | 3
Fc1ccc(NC(=S)NCCc2ccc(Cl)cc2)cc1 | 2 | -2 | -18 | -45 | 1 | -1 | 37
OC[C@@H]1CN(Cc2ccc(F)cc2)C[C@H](n2cnc3c(Nc4ccccc4)ncnc32)O1 | -6 | -3 | -7 | 6 | 0 | / | /
C[C@@H]1CCCCO[C@H](CN(C)S(C)(=O)=O)[C@H](C)CN([C@@H](C)CO)C(=O)c2cc(NC(=O)Nc3ccc(F)cc3)ccc2O1 | -9 | -4 | 14 | 13 | / | / | -3
O=C(Nc1ccc(N2CCCCCC2)cc1)c1ccccc1Cl | 1 | -34 | -84 | -108 | -4 | -2 | -11
O=C(c1ccc(F)cc1)N1CC(=O)N2[C@H](CO)[C@@H](c3ccc(C#Cc4ccc(F)cc4)cc3)[C@@H]2C1 | 1 | 12 | -4 | 52 | 1 | -3 | /
COc1cccc(NC(=O)C2CCCO2)c1 (configuration not stated) | -4 | -8 | -2 | 13 | -1 | 0 | 17
O=c1ccc(OCCOc2ccccc2)nn1-c1ccccc1 | 2 | -3 | -4 | 26 | -1 | / | 1
COC(=O)c1nc2cc(C)ccn2c1F | -3 | 4 | 33 | -7 | -4 | 0 | -1
COc1ccc(CCNC(=O)c2ccc(NC(=O)CC3SC(N4CCCCC4)=NC3=O)cc2)cc1 (configuration not stated) | 2 | 1 | -5 | 5 | 3 | -1 | -6
CCC1Oc2ccccc2N(CC(=O)NC2CCCCC2)C1=O (configuration not stated) | 6 | -2 | 11 | 3 | -2 | -5 | 1
Cc1ccsc1C(=O)N1CCCC(N(C)Cc2ccccc2)C1 (configuration not stated) | -4 | / | -2 | 0 | -2 | 13 | -2
CCc1nc2ccc(C(=O)Nc3cccc(OCC(=O)N(C)C)c3)cn2c1N(CCC(C)C)CCN(C)C | ? | 7 | -4 | -6 | -6 | -3 | /
COc1ccc(OCc2cc(C(=O)N(C)CCC3CCOCC3)no2)c(Cl)c1 | 11 | -77 | -33 | -131 | / | -6 | 17
Cc1nc2ccccc2c(=O)n1/N=C/c1ccc(O)c(O)c1O | 0 | 9 | -10 | 18 | 19 | 3 | 52*
CC(=C/c1ccccc1)/C=N/n1c(-c2ccncc2)n[nH]c1=S | 1 | 0 | 17 | -41 | 1 | 0 | -5
CCCCN(CCCNC(=O)C1CCN(C(=O)c2cc3sccc3n2C)CC1)Cc1ccccc1 | -3 | 9 | -13 | 23 | -13 | 0 | 2
O=C(/C=C/c1ccc[nH]1)c1ccccc1 | / | -91 | -10 | -120 | 18 | -1 | -3

An excerpt from above in order of molar mass, smallest number first:
SMILES | DENV2 CPE | EWS-Fli block | LGR2 antag | PAX8 reporter | CASP6 VEID inh | SIRT5 block | ARNT TACC3 PPI
O=C(/C=C/c1ccc[nH]1)c1ccccc1 | / | -91 | -10 | -120 | 18 | -1 | -3
COC(=O)c1nc2cc(C)ccn2c1F | -3 | 4 | 33 | -7 | -4 | 0 | -1
CC(=C/c1ccccc1)/C=N/n1c(-c2ccncc2)n[nH]c1=S | 1 | 0 | 17 | -41 | 1 | 0 | -5

The list goes on.
SMILES | DENV2 CPE | EWS-Fli block | LGR2 antag | PAX8 reporter | CASP6 VEID inh | SIRT5 block | ARNT TACC3 PPI
NC(=O)c1nn(CC(=O)Nc2cccc(S(=O)(=O)N3CCCCCC3)c2)c(=O)c2ccccc12 | -13 | 8 | 7 | -1 | 0 | -1 | /
Cc1ccccc1CN1C[C@H]2CON(C)[C@H]2C[C@H]1c1cccc(Br)c1 | 3 | 13 | 8 | -2 | 5 | 1 | /
CCN(CCn1cccn1)Cc1nc(Cc2cccc(F)c2)no1 | 19 | 7 | -11 | 8 | -2 | 3 | 7
C=CCN1[C@@H](Cc2ccccc2)COCCS1(=O)=O | 1 | 7 | 5 | -22 | 2 | / | -5
O=S1(=O)[C@H]2CC3O[C@]2(C[C@@H]3c2ccc(F)cc2)CN1Cc1ccc(Cl)cc1 | / | 6 | 11 | 20 | / | / | 0
CCCNC(=O)N1CC2(CN(CC3CCCC3)C2)c2c(n(C)c3cc(OC)ccc23)[C@H]1CO | -11 | -6 | 2 | -2 | -2 | 1 | /
C[C@H]1CN([C@@H](C)CO)C(=O)c2cc(Br)cnc2O[C@H]1CN(C)Cc1ccccc1C(=O)O | -9&-1 | -3&-12 | -4&-7 | -31&20 | 1&2 | -3&2 | -6
COc1ccc(CC(=O)NCC2CCCCC2)cc1OC | -2 | 6 | -10 | 9 | 1 | -4 | -8
CCCC(=O)Nc1ccc2c(c1)C(=O)N(C)C[C@H](OC)[C@@H](C)CN[C@H](C)CO2 | -5 | -1 | 11 | 2 | -10 | -10 | -9
COc1ccc(C(=O)C2CCCN(Cc3ccc(C#CCCO)cc3)C2)cc1F (configuration not stated) | 4 | 12 | 0 | 12 | -6 | -2 | 4
CC(C)NC(=O)Nc1ccc2c(c1)C(=O)N([C@@H](C)CO)C[C@@H](C)[C@@H](CN(C)S(=O)(=O)c1cccs1)OCCCC[C@@H](C)O2 | -2 | 0 | -3 | -13 | 1 | 5 | -7
O=C1CCC/C(=N/NC(=O)c2sc3ccccc3c2Cl)C1 | 0 | -29 | -21 | -49 | -3 | 1 | -3
CC1CCCC(C)N1C(=O)CSc1ccc(-c2ccc3c(c2)OCCO3)nn1 (configuration not stated) | -1 | -54 | -12 | -68 | 2 | -5 | 28
O=C(O)c1ccccc1C(=O)Nc1ccc(Nc2ccccc2)cc1 | -10 | -5 | -1 | 5 | 10 | 0 | /
CCN1CCN(C(=O)c2cc3c(=O)n4ccccc4nc3s2)CC1 | -2 | -13 | 1 | 17 | 17 | -33 | 3
CCn1c2ccccc2c2cc(/C=N/NC(=O)c3ccccc3C)ccc21 | -6 | 44 | -6 | 33 | 1 | / | -9
O=C(Nc1ccc(NC(=O)c2ccc(S(=O)(=O)c3ccccc3)cc2)cc1)c1ccccc1 | / | / | -10 | / | -1 | -4 | -2
CCOC(=O)N1CCN(C(=O)c2c(-c3ccccc3Cl)noc2C)CC1 | 17 | / | 16 | -1 | / | 0 | /
Cc1ccc(CN(C)C(=O)c2cccc(S(=O)(=O)N3CCN(c4ccccc4)CC3)c2)cc1 | -3 | 23 | -5 | 17 | -1 | 9 | -1
O=C1CNC[C@H]2[C@@H](c3ccc(C#CC4CCCC4)cc3)[C@H](CO)N12 | -5 | 9 | 4 | -2 | 4 | 1 | /
CC(C)N1CCC(=O)NC1=O | 4 | 7 | 9 | -8 | -1 | / | -5
COc1ccc(-n2nc(C(=O)NCC(=O)NCc3ccc(F)cc3)c3ccccc3c2=O)cc1 | 3 | 1 | -3 | 23 | 2 | -4 | 3
O=C(COc1ccc(F)cc1Br)NCC1(N2CCOCC2)CCCCC1 | 0 | 3 | 13 | 7 | 0 | -1 | /
Cc1[nH]c2ccc(C(=O)N3CCC(C(N)=O)CC3)cc2c1C | -3 | -39 | 18 | -95 | 0 | -2 | -6
O=C(NCCC1=CCCCC1)c1cc(S(=O)(=O)N2CCCCC2)ccc1Cl | 0 | 1 | -10 | -18 | 4 | -1 | -23
COc1ccc(C(NC(=O)c2cccc(F)c2)c2ccccc2)cc1 (configuration not stated) | / | / | -5 | 0 | / | / | 2
COc1cccc(NS(=O)(=O)c2ccc(S(=O)(=O)N3CCCC3)cc2)c1 | 1 | 9 | -13 | 5 | 2 | -2 | -4
CN(C)CCCn1c(SCC(=O)Nc2sc3c(c2C#N)CCCC3)nnc1-c1ccncc1 | -4 | 5 | 10 | / | -38 | 0 | 2
COc1ccc(NC(=O)N(C)C[C@@H]2Oc3ccc(NS(=O)(=O)c4ccccc4)cc3C(=O)N([C@@H](C)CO)C[C@@H]2C)cc1 | 3 | -6 | -17 | / | 4 | 4 | -2
O=C(CSC1=N/C(=C/c2ccc(Cl)c(Cl)c2)C(=O)N1c1ccccc1F)NC1CC1 | -17 | 10 | 7 | -22 | -2 | 1 | -6
Cc1ccc(CNC(=O)c2ccccc2NC(=O)CN2CCN(C)CC2)cc1 | 5 | 2 | -1 | 9 | 0 | -10 | -4
COc1ccccc1C(=O)Nc1ccc2c(c1)C(=O)N(C)C[C@@H](OC)[C@H](C)CN(C(C)=O)[C@@H](C)CO2 | -1 | -12 | 1 | / | 0 | -9 | -10
Cc1cn(CC(=O)NCC(c2ccccc2)c2ccccc2)c(=O)[nH]c1=O | -8 | -8 | 0 | -5 | 0 | -1 | -46
CCCCOP(=O)(c1ccc(N(C)C)cc1)C(O)c1ccc(N(C)C)cc1 (configuration not stated) | -4 | 3 | -5 | 3 | 5 | 2 | 4
O=C1c2cccc3cccc(c23)C(=O)N1CCCN1CCN(c2ccc(F)cc2)CC1 | -3 | -5 | 10 | -3 | -4 | 1 | 40
COC(=O)c1sc(NC(=S)NC(=O)c2ccccc2C)nc1C | -2 | -34 | -77 | -19 | 0 | -1 | 2
Cc1ccc(OCC(=O)NNC(=O)c2cc(C)[nH]n2)cc1 | / | / | 26 | 11 | / | / | -8
COc1ccc(NC(=O)Nc2ccc3c(c2)C(=O)N([C@H](C)CO)C[C@H](C)[C@H](CN(C)Cc2ccc(C(=O)O)cc2)OCCCC[C@@H](C)O3)cc1 | -12&-7 | 1&-6 | 2 | -4&-20 | 3&0 | -5&-3 | -3
COc1cccc(-c2ccc3c(c2)[C@@H]2[C@@H](CCN2S(=O)(=O)C2=NC(C)C=N2)[C@H](CO)N3C)c1 (some centres not stated) | -21 | 7 | -17 | 21 | / | / | 19

In the list so far, these contain a nitro group on carbon:
SMILES | DENV2 CPE | EWS-Fli block | LGR2 antag | PAX8 reporter | CASP6 VEID inh | SIRT5 block | ARNT TACC3 PPI
Cc1nn(CC(=O)NCCCN2CCOCC2)c(C)c1[N+](=O)[O-] | 1 | -1 | 4 | / | -68 | 0 | -10
COc1cccc(-n2c(CN3CCN(c4ccc(C)cc4)C(C)C3)nc3ccc([N+](=O)[O-])cc3c2=O)c1 (configuration not stated) | -7 | 22 | -13 | 27 | -1 | 6 | 1

Screens as filed in PubChem.
